Screening results: PubChem, several laboratories
LYP phosphatase: LYP phosphatase inhibitors, primary screen, biochemical, DiFMUP fluorescence, recombinant catalytic domain, 10 µM (AID 606) | 52,000 tested, under 10 active | one-dose inhibition, % at 10 µM; IC50 in µM for titrated hits | recombinant LYP catalytic domain, DiFMUP fluorescence; higher % means a stronger effect | Tyrosine-protein phosphatase non-receptor type 22 (Homo sapiens);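 active means IC50 under 40 µM in the dose-response test; inactive means IC50 of 40 µM or more, or never dose-tested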
Bfl-1 inhibitors: Bfl-1 inhibitors, primary screen, biochemical, fluorescence polarization, FITC-Bid, mouse (AID 432); Bcl-2-related protein A1 (Mus musculus); FITC-Bid BH3 peptide fluorescence polarization displacement; higher % means a stronger effect; one-dose displacement, % at 20 µM; IC50 in µM for titrated hits; 64,000 compounds, 0.02% hits; in the data active means a potency from the dose series; inactive means the rest, 99 in 100 with displacement below about 15%; further: strong numbers were not always called active
HPDE-C7K KRASV12: cytotoxicity in KRAS-transformed pancreatic duct cells, primary screen, cell-based, fluorescence, HTS (AID 431). HPDE-C7K KRASV12 cells, Alamar Blue viability, 48 h; higher % means a stronger effect. cytotoxicity, % at 10 µM, or EC50 in µM where a hit was titrated. 63,000 compounds, 1.7% hits;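 active means compounds whose percent cytotoxicity in the single-dose primary screen, scaled between solvent and toxic-drug controls, exceeds 50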;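 further: 0% = DMSO solvent wells and 100% = doxorubicin-treated wells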
MK inhibit: S. pneumoniae MK inhibitors, primary screen, biochemical, PK/LDH-coupled NADH absorbance. mevalonate kinase [Streptococcus pneumoniae D39]. AID 555, 2006. purified MK, PK/LDH-coupled NADH absorbance 340 nm. inhibition, % at 10 µM. 65,000 compounds, 0.48% hits;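 active means ranked among the strongest by inhibition in the single 10 µM screen, a fixed top-ranked set picked for dose follow-up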; further: no value below 0 was filed
Spn DPM-DC inh: S. pneumoniae DPM-DC inhibitors, primary screen, biochemical, PK/LDH-coupled NADH fluorescence | diphosphomevalonate decarboxylase (Streptococcus pneumoniae D39) | purified DPM-DC | calls only at 10 µM | 65,000 compounds, 0.49% hits;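 active means the 320 compounds with the highest percent inhibition in the single-dose primary screen, excluding strongly autofluorescent ones, cut at about 32% in these data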;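 further: kinetic rate of NADH fluorescence loss reporting ADP formed by the decarboxylase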
TNAP inhibition: human TNAP enzyme inhibitors, biochemical, luminescent (AID 518). Alkaline phosphatase, tissue-nonspecific isozyme (Homo sapiens). purified TNAP enzyme, luminescent substrate readout; higher % means a stronger effect. one-dose inhibition, % at 20 µM; IC50 in µM for titrated hits. 64,000 compounds, 0.09% hits; in the data active means a potency from the dose series; inactive means the rest, 99 in 100 with inhibition below about 22%;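 further: plate controls were vehicle for no effect and reference inhibitor for full effect; many of its hits are not listed in these tables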
HT1080 cytotoxicity: cytotoxicity in HT1080 fibrosarcoma cells, cell-based, fluorescence readout (AID 620); cytotoxicity, % at 10 µM; hits with a dose series show EC50 in µM; HT1080 viability, fluorescence; higher % means a stronger effect; 87,000 compounds, 0.42% hits;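 further: cells exposed to compound overnight then 4 h with Alamar Blue; 0% = vehicle DMSO and 100% = killing control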
HPDE-C7 viability: cytotoxicity in HPDE-C7 cells, cell-based, fluorescence, HTS (AID 430) | HPDE-C7 pancreatic duct cells viability, fluorescence; higher % means a stronger effect | 63,000 compounds, 1.8% hits | cytotoxicity, % at 10 µM, or EC50 in µM where a hit was titrated;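 further: cells exposed to compound for 48 hours before viability readout; 0% = vehicle and 100% = reference cytotoxic drug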
Spn PMK inh: S. pneumoniae PMK inhibitors, primary screen, biochemical, mevalonate pathway, pilot trial included; phosphomevalonate kinase (Streptococcus pneumoniae D39); purified PMK, PK/LDH-coupled NADH absorbance 340 nm; inhibition, % at 10 µM; 65,000 compounds, 0.49% hits;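 active means top-ranked compounds by inhibition in the single 10 µM screen, taking a fixed number of the strongest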;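 further: 0% = full reaction with DMSO carrier and 100% = background rate without enzyme reaction; no value below 0 was filed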
Spn PMK inh pilot replicates: also measured in Spn PMK inh; calls as there; inhibition, %; measured here: pilot screen replicates
MK inhibit pilot replicates: also measured in MK inhibit; calls as there; inhibition, %; measured here: pilot screen replicates
Spn DPM-DC inh pilot screen %: further read-out of Spn DPM-DC inh, marked with its call; inhibition, %; measured here: pilot screen trials
* hit, by the source's call; i = inactive; x = no result given; + = active, no number. Unless noted, no stated cut-off is given here; in the data, active means cytotoxicity above about 50%; inactive means the rest.

SMILES	LYP phosphatase	Bfl-1 inhibitors	HPDE-C7K KRASV12	MK inhibit	Spn DPM-DC inh	TNAP inhibition	HT1080 cytotoxicity	HPDE-C7 viability	Spn PMK inh	others
O=C(/C=N/O)NCCCN1CCOCC1	5%	-4%	5%	0	i	9%	4%	0%	6
CCOc1cc(S(=O)(=O)n2nc(C)cc2C)ccc1F	-3%	-3%	22%	0	i	8%	-3%	16%	0
Cn1c(=O)oc2cc(S(=O)(=O)NC3CCN(Cc4ccccc4)CC3)ccc21	1%	2%	8%	9	i	12%	-7%	8%	11	Spn PMK inh pilot replicates=0.0;MK inhibit pilot replicates=0.0;Spn DPM-DC inh pilot screen %=3.5
O=C(O)c1cc(S(=O)(=O)O)ccc1O	x	-4%	-10%	1	i	5%	13%	-8%	3
Cc1ccccc1-c1ccc(Nc2ccc(N3CCOCC3)cc2)nn1	11%	-2%	-13%	6	i	19%	9%	-9%	0
O=C(OCc1nnc(-c2ccc(Cl)cc2)o1)c1ccncc1	x	-2%	-5%	3	i	-1%	-6%	-10%	0
COc1cc(SC)ccc1C(=O)OC1CCOC1=O (stereo not drawn)	12%	4%	10%	0	i	8%	10%	2%	15
O=C(CSc1n[nH]c(-c2ccccc2)n1)c1ccc(O)c(O)c1	12%	12%	8%	8	i	32%	30%	0%	18
COc1cc(C(=O)N2CCC(c3nc(-c4cccnc4)no3)CC2)cc(OC)c1OC	9%	-1%	-5%	0	i	12%	1%	-2%	6	Spn PMK inh pilot replicates=0.5;MK inhibit pilot replicates=0.0;Spn DPM-DC inh pilot screen %=0.0
COc1ccccc1CN(C(=O)c1ccco1)C(C(=O)NC1CCCC1)c1ccncc1 (stereo not drawn)	-9%	-1%	-6%	4	i	3%	-13%	-5%	6
O=C(NCc1cccs1)C1CCCN1C(=O)Nc1ccccc1 (stereo not drawn)	x	-5%	6%	0	i	5%	-7%	0%	12
O=C(Cn1cnc2c(nnn2Cc2ccccc2)c1=O)N1CCCc2ccccc21	-9%	-3%	1%	0	i	1%	-1%	0%	7
CCc1nc(NCCN2CCOCC2)c2oc3ccccc3c2n1	x	-6%	4%	6	i	13%	-8%	2%	9
CC(=O)NC1C2CN3CCN(C2)CC1(Cc1ccccc1)C3 (stereo not drawn)	x	0%	-11%	0	i	8%	x	-6%	0
NC(=O)c1ccsc1NC(=O)COc1ccccc1	x	13%	-1%	2	i	2%	2%	2%	1
CC(=O)N1C2CCCCC2S[C@H]2CCCCC21 (stereo partly drawn)	13%	-9%	-12%	5	i	5%	20%	-3%	0
CSc1nnc2c(n1)OC=Nc1ccccc1-2	1%	2%	8%	23	i	10%	-13%	-2%	2
COc1ccccc1NC(=O)c1ccc(N)cc1	x	3%	3%	2	i	7%	-5%	1%	0
O=C(Nc1ccc(F)cc1)C1CCCCC1	-7%	0%	-20%	0	i	12%	2%	-28%	6
CCC(=O)Nc1ccc2nc(SCC(=O)N3CCCC3)sc2c1	9%	-2%	3%	8	i	9%	-4%	-18%	13	Spn PMK inh pilot replicates=1.0;MK inhibit pilot replicates=4.5;Spn DPM-DC inh pilot screen %=0.5
COc1cccc(N2CCN(Cc3nc(N)nc(Nc4ccccc4)n3)CC2)c1	x	3%	42%	2	i	10%	1%	6%	0	Spn PMK inh pilot replicates=5.0;MK inhibit pilot replicates=0.5;Spn DPM-DC inh pilot screen %=0.0
CCCCCCS(=O)Cc1ccccc1 (stereo not drawn)	-4%	2%	-6%	0	i	5%	4%	-21%	0
Cc1cccc(C)c1NC(=O)C(c1ccccc1)N1CCN(C(=O)c2ccco2)CC1 (stereo not drawn)	1%	-1%	3%	0	+	-4%	3%	-9%	18
O=C(COc1ccc(S(=O)(=O)NC2CCCCC2)cc1)N1CCN(c2ccc(F)cc2)CC1	13%	-7%	-4%	2	i	1%	-2%	-3%	6
CCOC(=O)Cn1nnc(-c2cccc(OC)c2)n1	x	-5%	-12%	10	i	7%	3%	-14%	9

Next section; it opens with the two that closed the last part.
SMILES	LYP phosphatase	Bfl-1 inhibitors	HPDE-C7K KRASV12	MK inhibit	Spn DPM-DC inh	TNAP inhibition	HT1080 cytotoxicity	HPDE-C7 viability	Spn PMK inh	others
O=C(COc1ccc(S(=O)(=O)NC2CCCCC2)cc1)N1CCN(c2ccc(F)cc2)CC1	13%	-7%	-4%	2	i	1%	-2%	-3%	6
CCOC(=O)Cn1nnc(-c2cccc(OC)c2)n1	x	-5%	-12%	10	i	7%	3%	-14%	9
CC(=O)C1=C(C)NC(SCC(=O)c2ccccc2)=C(C#N)C1CC(C)C (stereo not drawn)	4%	-4%	4%	12	i	17%	-12%	8%	16
O=C(O)CCc1nc(-c2cccs2)no1	9%	-1%	-5%	3	i	4%	-5%	-4%	6
CCOCC(=O)Nc1cc(C(=O)OC)ccc1C(=O)OC	18%	3%	-2%	6	i	2%	8%	-4%	7
CCCNC(=O)c1c(C)cc(=O)oc1C	14%	-5%	-7%	0	i	6%	14%	-17%	16
CCC1CCCCN1C(=O)CSc1nnc(CNC(=O)COc2ccc(Cl)cc2)o1 (stereo not drawn)	-3%	6%	-12%	0	i	6%	x	-24%	21
COc1cccc(CNc2nc3ccccc3n2CCN2CCCCC2)c1	11%	3%	-18%	3	i	6%	-2%	11%	5
CCNC(=O)N1c2ccc(OCC)cc2C(C)=CC1(C)C	18%	-2%	5%	0	i	5%	-5%	7%	0	Spn PMK inh pilot replicates=4.0;MK inhibit pilot replicates=0.0;Spn DPM-DC inh pilot screen %=1.5
CCOc1ccccc1NC(=O)c1c(NC(=O)CNCc2ccco2)sc2c1CCC2	9%	-3%	-11%	3	i	4%	-8%	-10%	11
Cc1ccc2cc3c(NC(=O)CC(C)C)nn(C)c3nc2c1	7%	-1%	x	15	i	1%	-3%	x	0
COc1ccc(C(=O)CSc2nnc(-c3ccc(S(=O)(=O)N4CCOCC4)cc3)o2)cc1	16%	8%	43%	7	i	9%	-8%	56%*	10
C=CCc1c(C)[nH]c2ccc(C)cc2c1=O	-14%	-5%	-38%	4	i	12%	-2%	-8%	0
CCC1(c2ccccc2)NC(=O)N(CC(=O)Nc2cccc(C#N)c2)C1=O (stereo not drawn)	x	-4%	5%	8	i	0%	-10%	1%	7
O=C(CSc1nnc(-c2cccnc2)n1Cc1ccccc1)N1CCOCC1	20%	-4%	12%	6	i	8%	18%	22%	6
COc1ccc(OCC(=O)Nc2ccccc2OC)cc1	9%	3%	-6%	4	i	8%	1%	2%	12
CCOn1c(=O)c(-c2ccc(OC)cc2)[n+]([O-])c2ccccc21	17%	21%	-2%	12	i	14%	-14%	-6%	9
O=C(CCc1ccccc1)Nc1nnc(-c2ccc3c(c2)CCCC3)o1	9%	-7%	-7%	13	i	18%	3%	-7%	6
O=C(Nc1ccccc1)c1cccc(N2C(=O)CCC2=O)c1	-2%	0%	-18%	3	i	2%	-6%	-13%	0
O=C1CC(N2CCOCC2)C(=O)N1CCN1C(=O)CC(N2CCOCC2)C1=O (stereo not drawn)	12%	-7%	-14%	6	i	2%	-14%	1%	10
COc1ccc2c(c1)CCc1cc(C(=O)N3CCN(c4ccc(N5CCOCC5)nn4)CC3)sc1-2	x	-8%	2%	15	x	17%	x	-6%	11	Spn PMK inh pilot replicates=3.5;MK inhibit pilot replicates=4.0
Cc1ccc(S(=O)(=O)N2CCC(C(=O)N3CCC[C@H]3C(=O)NCc3ccccc3)CC2)cc1	x	-7%	-16%	6	i	2%	-9%	-20%	8	Spn PMK inh pilot replicates=0.0;MK inhibit pilot replicates=0.0;Spn DPM-DC inh pilot screen %=0.0
COc1ccccc1-c1cc(C(F)(F)F)nc(N2CCCC2)n1	0%	-2%	-16%	6	i	12%	-18%	-26%	0
CCOC(=O)c1sc(NC(=O)CSc2nnc(Cc3ccccc3)o2)c(C#N)c1C	-7%	-1%	30%	32	i	10%	x	7%	16
COc1ccc(NC(=O)C2CCCN(S(=O)(=O)c3cccnc3)C2)c(OC)c1 (stereo not drawn)	7%	1%	-4%	2	i	6%	-2%	-11%	8
O=C(O)c1cc(-c2ccco2)[nH]n1	12%	-1%	5%	1	i	22%	-3%	-8%	6
CCOC(=O)CSc1nc(N)c(C#N)c(-c2cccs2)c1C#N	4%	-3%	7%	7	i	4%	x	-6%	0

New compounds follow.
SMILES	LYP phosphatase	Bfl-1 inhibitors	HPDE-C7K KRASV12	MK inhibit	Spn DPM-DC inh	TNAP inhibition	HT1080 cytotoxicity	HPDE-C7 viability	Spn PMK inh	others
CCOC(=O)C(Cc1cc(C(C)=O)ccc1OCC)C(=O)OCC	-14%	-11%	5%	9	i	3%	8%	15%	0
Cc1occc1C(=O)NCc1cccc(CNC(=O)c2ccoc2C)c1	9%	9%	-10%	15	i	6%	3%	-8%	6
Cn1c(C(=O)OCC(=O)NCCc2ccccc2)cc2sccc21	3%	-3%	2%	8	i	11%	-4%	0%	13
COc1ccc(OC)c(CCNC(=O)C2CCN(c3nnc(-n4cccc4)s3)CC2)c1	-11%	-4%	3%	0	i	6%	-6%	7%	12
Nc1ncnc2nc(Sc3ccc(Cl)cc3)[nH]c12	5%	2%	-3%	7	i	26%	3%	-17%	4	Spn PMK inh pilot replicates=3.5;MK inhibit pilot replicates=1.5;Spn DPM-DC inh pilot screen %=0.0
CC(C)(C#N)N([O-])C=C[N+](=O)C(C)(C)C#N	x	-2%	-14%	0	i	4%	-6%	-10%	0
CCc1ccc(NC(=O)CNS(=O)(=O)c2c(C)noc2C)cc1	x	-2%	-14%	4	i	1%	0%	2%	14
CCSc1cnc(-c2ccccc2)n1CC	x	-4%	0%	17	i	6%	-4%	-15%	0
O=C(Cn1nc(-c2ccc(Cl)cc2)ccc1=O)NCC1CCCO1 (stereo not drawn)	0%	9%	1%	7	i	11%	-2%	-1%	0
COc1ccccc1CNC(=O)c1ccc(NS(=O)(=O)c2c(C)noc2C)cc1	x	-2%	-9%	3	i	6%	-9%	1%	10
COc1cc2[nH]c(=O)n(CCCCCC(=O)NCCCN3CCCC3=O)c(=O)c2cc1OC	x	-1%	11%	2	i	8%	x	2%	19	Spn PMK inh pilot replicates=0.0;MK inhibit pilot replicates=0.0;Spn DPM-DC inh pilot screen %=11
O=C(COc1ccccc1)N1CCN(S(=O)(=O)c2cccs2)CC1	-7%	6%	-12%	9	i	8%	2%	-3%	7
CCOC(=O)CSc1nc2ccccc2n2cnnc12	x	-1%	16%	10	i	18%	8%	11%	7	Spn PMK inh pilot replicates=3.0;MK inhibit pilot replicates=0.0;Spn DPM-DC inh pilot screen %=1.0
COc1ccc(NC(=O)CN(c2cc(C)cc(C)c2)S(=O)(=O)c2c(C)noc2C)cc1	x	9%	-10%	9	i	4%	2%	19%	8
